Assay outcomes: PubChem BioAssay, The Scripps Research Institute Molecular Screening Center
ULK1 primary – inhibitors of human ULK1 kinase. AlphaScreen Atg13 phosphorylation by ULK1, luminescence. 30,000 compounds, 1.9% hits. inhibition, % at 5.96 µM. AID 1259251. O75385; in the data active = inhibition above about 43%;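 also: 0% = median of compound wells and 100% = no enzyme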
Target sequence (O75385 whole entry, looked up): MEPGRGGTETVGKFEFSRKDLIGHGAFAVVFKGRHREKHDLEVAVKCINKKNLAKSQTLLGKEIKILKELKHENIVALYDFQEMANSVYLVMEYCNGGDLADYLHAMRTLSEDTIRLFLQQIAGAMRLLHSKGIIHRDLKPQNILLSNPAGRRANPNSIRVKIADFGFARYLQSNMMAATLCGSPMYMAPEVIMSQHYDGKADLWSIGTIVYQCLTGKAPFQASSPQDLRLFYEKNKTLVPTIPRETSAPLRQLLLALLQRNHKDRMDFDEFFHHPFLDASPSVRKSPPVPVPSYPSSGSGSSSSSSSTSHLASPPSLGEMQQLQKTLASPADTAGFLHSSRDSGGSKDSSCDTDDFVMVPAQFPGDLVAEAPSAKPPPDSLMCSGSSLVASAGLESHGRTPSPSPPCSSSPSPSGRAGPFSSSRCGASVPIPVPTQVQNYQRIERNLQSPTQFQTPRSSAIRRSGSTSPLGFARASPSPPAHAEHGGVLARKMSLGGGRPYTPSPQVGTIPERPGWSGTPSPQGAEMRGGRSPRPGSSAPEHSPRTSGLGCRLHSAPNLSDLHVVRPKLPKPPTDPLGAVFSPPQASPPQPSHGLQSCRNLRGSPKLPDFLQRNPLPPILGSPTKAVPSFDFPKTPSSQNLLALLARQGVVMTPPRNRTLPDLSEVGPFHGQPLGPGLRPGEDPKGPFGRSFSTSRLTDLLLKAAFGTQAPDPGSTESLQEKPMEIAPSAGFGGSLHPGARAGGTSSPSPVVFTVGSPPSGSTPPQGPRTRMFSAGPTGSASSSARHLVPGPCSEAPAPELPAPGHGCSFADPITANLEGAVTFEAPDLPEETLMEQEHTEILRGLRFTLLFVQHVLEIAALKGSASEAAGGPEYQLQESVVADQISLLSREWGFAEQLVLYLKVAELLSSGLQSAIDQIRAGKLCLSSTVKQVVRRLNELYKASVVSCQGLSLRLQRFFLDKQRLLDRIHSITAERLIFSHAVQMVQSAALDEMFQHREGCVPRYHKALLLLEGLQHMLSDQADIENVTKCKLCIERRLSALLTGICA
ASK1 inh – inhibitors of human ASK1 kinase; Q99683; AlphaScreen MKK6 phosphorylation by ASK1, luminescence; inhibition, % at 7.44 µM; 22,000 compounds, 0.99% hits; AID 1159602; in the data active = inhibition above about 35%;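 also: 0% = median of compound wells and 100% = no enzyme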
* hit, by the source's call; . = no result given.

Compound	ULK1 primary	ASK1 inh
CCCN1C(=O)C(C)(C)COc2cc(NC(=O)COc3ccccc3C)ccc21	-3	.
O=C1CCCN1CCCNc1nc(NCCCN2CCCC2=O)c2ncn(C3CCCCC3)c2n1	0	-16
O=C(Cc1cn(-c2ccc(Nc3ccc4ncccc4c3)nn2)c2ccccc12)Nc1ccc2c(c1)OCO2	14	-1
O=C(NCCN1CCOCC1)c1cnc(Nc2ccc(C(F)(F)F)cc2)s1	-7	-14
Cc1ccc(C(=O)NC[C@H](O)C(=O)N(C)C)cc1-n1c(C)nc(OCc2ccc(F)cc2F)c(Br)c1=O	-1	14
O=C(NC1CC1)c1ccc(-c2nc(NCc3ccccc3)c3ncn(C4CCCCC4)c3n2)cc1	-12	9
Nc1cccc(-c2nc(Nc3ccccc3)c3ncn(CCN4CCCC4=O)c3n2)c1	-13	-3
COc1cc(Nc2ncnc3nc(-c4cccc(C(C)=O)c4)[nH]c23)cc(OC)c1OC	-8	34
CC(C)N(CCNc1cc(Nc2ccncn2)ncn1)C(C)C	4	-18
Oc1ccc(CCNc2nc(NCc3ccc4c(c3)OCO4)nc3nc[nH]c23)cc1	-9	18
c1ccc(CNc2nc(Nc3ccncc3)nc3c2ncn3-c2ccccc2)cc1	-1	8
FC(F)(F)c1ccc(Cn2cnc3c(Nc4ccc(N5CCOCC5)cc4)nc(Nc4ccncn4)nc32)cc1	10	10
COc1ccc(CCNc2nc(Nc3ccncc3)nc3c2ncn3C(C)C)cc1	3	-10
C=CCN1CCN(c2c(Cl)cccc2NC(=O)c2cc3ccccc3[nH]2)CC1	9	-23
CCCNc1nc(-c2ccc(OC)cc2)nc2c1ncn2CCN1CCCC1=O	-1	-6
O=C(Nc1ccc2[nH]ncc2c1)[C@H]1C[C@@H](O)CN1C(=O)c1ccc(Cl)cc1	3	-12
c1ccc(-n2cnc3c(NCc4nc5ccccc5[nH]4)nc(Nc4ccc5ncccc5c4)nc32)cc1	5	17
c1nc(Nc2ccc(N3CCOCC3)cc2)c2[nH]c(-c3ccc(N4CCOCC4)nc3)nc2n1	19	-3
CCN(CC)c1nc(NCc2cccnc2)nc(N2CCN(c3ccccn3)CC2)n1	3	-1
Cn1c(Nc2cc(NCCCN3CCCC3=O)ncn2)nc2ccccc21	-11	-6

Later entries
Compound	ULK1 primary	ASK1 inh
Cn1c(Nc2nc(NCCN3CCOCC3)c3ncn(C4CCCCC4)c3n2)nc2ccccc21	-4	-9
CSc1nc(-c2ccc(Br)cc2)c(C#N)c(=O)n1C	6	.
Cc1nc2ccccn2c(=O)c1CCCl	6	.
CCN(CC)c1nc(NCc2cccc(C(F)(F)F)c2)nc(Nc2ccc(C(F)(F)F)cc2)n1	-8	-5
CCOc1ccc2nc(SCC(=O)N(C)C)sc2c1	-5	.
CC(=O)Nc1ccc(NC(=O)c2csc(Nc3ccnn3C)n2)cc1	14	8
CC(C)n1cnc2c(NCCOc3ccccc3)nc(Nc3ccc(-n4ccnc4)cc3)nc21	-2	27
CC(C)N(CCNc1nc(N2CCc3ccccc3C2)nc2c1ncn2CCN1CCCC1=O)C(C)C	4	-13
CCNc1ncc(C)c(NCCN(C(C)C)C(C)C)n1	1	-7
Fc1ccc(-c2cnc(NCc3ccccc3)nc2)cc1	6	.
CN1CCN(C(=O)c2ccc(-c3ccc(C(=O)NCc4nc5ccccc5[nH]4)s3)cc2)CC1	2	-9
C#Cc1ccc(NC(=O)C2COc3ccc(OC)cc3C2)cc1 (centres undefined)	-8	2
CC(C)(C)NC(=O)N1CCCN(c2ccc(S(C)(=O)=O)cc2F)CC1	2	.
NC(=O)C1CCN(c2ccc(Nc3ccccc3)nn2)CC1	2	-14
Cc1noc(C)c1-c1cccc(C(=O)Nc2ccc(Oc3ccccc3)cc2)n1	9	11
COc1ccc(-c2nc(N)c3ncn(C4CCCCC4)c3n2)cn1	-5	3
OCC1CCCN1c1nc2ncnc(NCc3ccccc3)c2[nH]1 (centres undefined)	-10	-16
NC(=O)NO	-11	.
CC(C)N(CCNC(=O)c1cncc(-c2ccc3[nH]ccc3c2)c1)C(C)C	-32	7
CCCNc1nc(Nc2ccncc2)nc2c1ncn2-c1ccsc1	11	6

Continuation:
Compound	ULK1 primary	ASK1 inh
Cn1c(Nc2nc(NCCCN3CCCC3=O)c3ncn(Cc4ccc(C(F)(F)F)cc4)c3n2)nc2ccccc21	-10	-9
c1cncc(Nc2nc(NC3CC3)c3ncn(-c4ccsc4)c3n2)c1	12	10
CCCn1ncc(-c2ccnc(Nc3ccc(-n4cnc(C)n4)cc3)c2)c1-c1ccc(F)cc1	-13	3
COc1ccc(CCNc2nc(N3CCOCC3)nc3c2ncn3-c2ccsc2)cc1	-5	-1
C[C@]12CC[C@@H]3c4ccc(O)cc4CC[C@H]3[C@@H]1CC[C@@H]2O	-6	.
Cc1ccc(Cl)cc1S(=O)(=O)Nc1ccc2c(c1)CC(=O)N2C	-1	.
Nc1nc(NCCO)cc(Nc2ccc(-n3ccnc3)cc2)n1	-12	7
O=C(Nc1ccccc1)c1ccc2nc(Nc3ccncc3)sc2c1	-1	4
CS(=O)(=O)c1ccc(-c2noc(C3CCNCC3)n2)cc1	1	.
CC(C)N(CCNc1cc(Nc2nc3ccccc3n2C)nc(N)n1)C(C)C	-12	-21
CCN(CC)C(=O)C1CCCN(c2nc(Nc3ccc(N4CCOCC4)cc3)c3ncn(CCN4CCCC4=O)c3n2)C1 (centres undefined)	2	3
OCC1CCCN1c1nc(NCc2cccc(C(F)(F)F)c2)c2ncn(-c3ccccc3)c2n1 (centres undefined)	-11	2
CCCNc1nc(N2CCN(Cc3ccc4c(c3)OCO4)CC2)nc2c1ncn2-c1ccccc1	-12	3
CN[C@H]1CC[C@@H](c2ccc(Cl)c(Cl)c2)c2ccccc21	-3	.
O=C(Cc1cccnc1)N[C@H](Cc1ccc(Cl)cc1)c1nc2ccc(-c3cn[nH]c3)cc2c(=O)[nH]1	26	-18
O=C(NCc1cccc(C(F)(F)F)c1)c1ccc2nc(-c3cccs3)sc2c1	-5	9
COc1ccc(C(O)C(=O)N2CCC(C(=O)Nc3ccc4[nH]ncc4c3)CC2)cc1 (centres undefined)	-3	-1
CN1CCN(c2ccc(-c3cccc(C(=O)Nc4ccc(Oc5ccccc5)cc4)n3)cc2)CC1	-12	12
O=C(NCCN1CCOCC1)c1ccnc(-n2ncc3cc(Nc4ccccc4Cl)ccc32)c1	-45	-11
Cc1ncn(-c2ccc(Nc3ncc4cccc(-n5cncn5)c4n3)cc2)n1	15	-4

Additional records:
Compound	ULK1 primary	ASK1 inh
CCCNc1nc(-c2cccc(N)c2)nc2nc[nH]c12	-9	-2
OCC1CCCN1c1nc(Nc2ccc(N3CCOCC3)cc2)c2ncn(C3CCCCC3)c2n1 (centres undefined)	53*	30
COc1ccc(-c2cncc(-c3cc(N4CCN(CCO)CC4)nc(C)n3)c2)cc1	-1	.
CC(=O)Nc1ccc(Nc2ncnc3c2nc(-c2cccc(C(C)=O)c2)n3C(C)C)cc1	5	0
CCOC(=O)CC(CC(=O)OCC)(OC(C)=O)C(=O)OCC	-9	.
COCc1c(C(=O)NN=C2CCCCCC2)nnn1-c1nonc1N	4	.
C=CCC(NCc1ccco1)c1ccc(OC)cc1OC (centres undefined)	4	.
CC(=O)Nc1ccc(NC(=O)Cc2cn(-c3ccc(Cl)nn3)c3ccccc23)cc1	1	7
COc1cc(Nc2cc(N3CCN(c4ccccn4)CC3)ncn2)cc(OC)c1OC	-4	5
O=C1CCCN1CCCNc1nc(Nc2ccccc2)c2ncn(CCN3CCCC3=O)c2n1	3	-7
FC(F)(F)c1cccc(CNc2cc(NCCN3CCOCC3)ncn2)c1	1	-7
COc1ccc2c(c1)CC(C(=O)Nc1ccc(-c3cn[nH]c3)cc1OC1CCCC(O)C1)CO2 (centres undefined)	-17	-7
CCCNc1nc(-c2ccc(C(N)=O)cc2)nc2nc[nH]c12	-1	9
NC(=O)CSc1nnc(-c2ccccc2Br)n1-c1ccccc1	-9	.
c1ccc(CNc2ccnc(NCc3cccnc3)n2)cc1	-4	-9
COc1ccc(CNc2cc(C)nc(Nc3ccc(OC)nc3)n2)cc1	-7	6
COc1ccc(-c2nc(Nc3ccc(NC(C)=O)cc3)c3ncn(Cc4ccc(C(F)(F)F)cc4)c3n2)cn1	-27	18
NC(=O)c1ccc(-c2cc(NC3CCN(Cc4ccccc4)CC3)nc(N)n2)cc1	-4	2
CC(=O)Nc1ccc(Nc2nc(Nc3ccccn3)nc3c2ncn3-c2ccsc2)cc1	-4	3
O=C1CCCN1CCn1cnc2c(Nc3ccc4c(c3)OCO4)nc(N3CCCC3CO)nc21 (centres undefined)	34	-24

(further entries)
Compound	ULK1 primary	ASK1 inh
CN(C)CCn1c(C2COc3ccccc3C2)nc2cc(F)c(-c3ccncc3)cc21 (centres undefined)	1	6
O=C(NC1CC1)c1ccc(-c2ccc(N3CCOCC3)nc2)s1	-6	2
CCCNC(=O)c1cccc(-c2cccc(C(C)=O)c2)c1	-22	-1
O=C(NCCN1CCOCC1)c1csc(Nc2ccccn2)n1	33	4
O=C(NCc1ccccc1)c1cc(NCCN2CCOCC2)nc2ccccc12	6	-4
CC(=O)Nc1ccc(NC(=O)c2csc(N3CCC(N4CCOCC4)CC3)n2)cc1	3	14
Cc1ccc(N/C=C(/C#N)C(N)=S)nc1	-2	.
c1ccc2[nH]c(CNc3nc(-c4csc5ccccc45)nc4c3ncn4C3CCCCC3)nc2c1	2	12
CC(C)OC(=O)CCC/C=C\C[C@@H]1[C@@H](/C=C/[C@@H](O)COc2cccc(C(F)(F)F)c2)[C@H](O)C[C@@H]1O	-4	.
Fc1cc(-c2nc(Oc3cccnc3)ncc2F)cc(N2CCOCC2)c1	8	4
c1cc(-c2ccc3nc(-c4ccncc4)[nH]c3c2)ccn1	8	-1
c1ccc2c(Nc3nccc(Nc4ccc(N5CCOCC5)cc4)n3)nccc2c1	1	8
COC(=O)[C@H](c1ccccc1Cl)N1CCc2sccc2C1	-12	.
Cc1nc(NC2CC2)cc(-c2ccncc2)n1	1	.
CCNc1cc(NCCO)ncn1	1	2
CCNc1nc(Nc2ccccc2)c2ncn(CCN3CCCC3=O)c2n1	2	-8
CCOc1c(CC)cnc2c1c(=O)n(CC(=O)NC(C)C)c(=O)n2C	-18	.
COc1cc(Nc2nc(Nc3ccncn3)ncc2C)cc(OC)c1OC	15	23
O=C(NCc1cccnc1)c1csc(Nc2ccc(C(F)(F)F)cc2)n1	-28	4
CCCNC(=O)c1cccc(Nc2cnccn2)c1	7	-12

Ordered by SMILES length (highest first): part of the list above.
Compound	ULK1 primary	ASK1 inh
CCN(CC)C(=O)C1CCCN(c2nc(Nc3ccc(N4CCOCC4)cc3)c3ncn(CCN4CCCC4=O)c3n2)C1 (centres undefined)	2	3
COc1ccc(-c2nc(Nc3ccc(NC(C)=O)cc3)c3ncn(Cc4ccc(C(F)(F)F)cc4)c3n2)cn1	-27	18
CN1CCN(C(=O)c2ccc(-c3ccc(C(=O)NCc4nc5ccccc5[nH]4)s3)cc2)CC1	2	-9
OCC1CCCN1c1nc(Nc2ccc(N3CCOCC3)cc2)c2ncn(C3CCCCC3)c2n1 (centres undefined)	53*	30
C[C@]12CC[C@@H]3c4ccc(O)cc4CC[C@H]3[C@@H]1CC[C@@H]2O	-6	.
CC(=O)Nc1ccc(Nc2nc(Nc3ccccn3)nc3c2ncn3-c2ccsc2)cc1	-4	3
CC(C)N(CCNC(=O)c1cncc(-c2ccc3[nH]ccc3c2)c1)C(C)C	-32	7
CC(C)(C)NC(=O)N1CCCN(c2ccc(S(C)(=O)=O)cc2F)CC1	2	.
c1ccc(CNc2nc(Nc3ccncc3)nc3c2ncn3-c2ccccc2)cc1	-1	8
O=C(NCc1cccnc1)c1csc(Nc2ccc(C(F)(F)F)cc2)n1	-28	4
CCNc1nc(Nc2ccccc2)c2ncn(CCN3CCCC3=O)c2n1	2	-8
CCOC(=O)CC(CC(=O)OCC)(OC(C)=O)C(=O)OCC	-9	.
COC(=O)[C@H](c1ccccc1Cl)N1CCc2sccc2C1	-12	.
CCNc1ncc(C)c(NCCN(C(C)C)C(C)C)n1	1	-7

With a hit mark in ULK1 primary, of those listed so far:
Compound	ULK1 primary	ASK1 inh
OCC1CCCN1c1nc(Nc2ccc(N3CCOCC3)cc2)c2ncn(C3CCCCC3)c2n1 (centres undefined)	53*	30

New compounds follow:
Compound	ULK1 primary	ASK1 inh
O=S(=O)(c1ccc(-c2ncnc3[nH]ccc23)cc1F)N(CCO)Cc1ccco1	30	6
Cc1cnc(Cl)nc1NC1CC1	-6	8
O=C(NC1CC1)c1cccc(N2CCN(c3ccccn3)CC2)n1	3	3
CCCNc1nc(Nc2ccnn2C)nc2c1ncn2C(C)C	11	4
FC(F)(F)c1ccc(Cn2cnc3c(Nc4ccc(N5CCOCC5)cc4)nc(Nc4nccc5ccccc45)nc32)cc1	13	-12
Nc1nc(Cl)nc2c1ncn2[C@H]1C[C@H](O)[C@@H](CO)O1	8	.
CN1CCN(c2ccc(C(=O)Nc3ccc4[nH]ncc4c3)cn2)CC1	2	0
O=C1CCN(c2nc3cc(F)ccc3n3ccnc23)CCN1	-5	.
COc1ccc(-c2nc3ccc(C(=O)Nc4ccc(Oc5ccccc5)cc4)cc3s2)cc1	-9	6
